Casp6 inh = inhibitors of human caspase-6; inhibition, % at 12.5 µM; purified caspase-6, Z-VEID-R110 cleavage fluorescence; 0.53% of 350,000 active;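 active = mean inhibition across replicates at least about 35%, with every replicate also reaching that limit, limit read from the data; inconclusive = only one of the two criteria met; inactive = neither criterion met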;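 also: 0% = median of neutral control wells and 100% = no fluorescence left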
Target sequence (P55212 24-179 limits assumed): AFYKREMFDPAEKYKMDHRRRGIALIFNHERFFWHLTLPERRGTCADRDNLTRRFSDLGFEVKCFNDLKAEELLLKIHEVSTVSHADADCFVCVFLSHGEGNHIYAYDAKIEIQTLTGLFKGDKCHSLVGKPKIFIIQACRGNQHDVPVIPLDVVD
Target sequence (P55212 194-293 limits assumed): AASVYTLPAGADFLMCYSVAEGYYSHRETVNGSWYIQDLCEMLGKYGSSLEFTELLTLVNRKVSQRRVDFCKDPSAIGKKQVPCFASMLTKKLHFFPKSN
RAD54 branch = inhibitors of human RAD54 branch migration | 0.14% of 360,000 active | RAD54 Holliday junction branch migration, FAM/BHQ fluorescence | inhibition, % at 10.4 µM | Q92698 | AID 602329;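 active = mean normalized replicate activity at least 40 and at least half of replicates scoring 40 or more; inconclusive = only one of the two criteria met; inactive = mean below 40 and under half of replicates reaching 40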;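 also: 0% = median of neutral control wells and 100% = median of positive control wells; inhibitors cause a drop in the FAM fluorescence signal; in these data hits start at about 50%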
F508del corr = correctors of CFTR F508del function in bronchial epithelial cells | CFBE cells, YFP halide quenching; stimulated with forskolin plus potentiator P3; % fluorescence drop versus neutral controls | activity (quench increase), % at 7.58 µM | 0.36% of 350,000 active;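 active = mean added fluorescence quench of at least 8% versus neutral control, with both replicates also reaching 8%; inconclusive = only one of the mean or replicate conditions met; inactive = mean below 8% and not both replicates reaching 8%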;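 also: cells transiently co-express mutant CFTR-F508del with the halide-sensitive YFP; corrector assay measuring rescue of mutant channel to the surface after 24 h compound exposure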
E-selectin induc = E-selectin induction on HUVECs. P16581. HUVEC E-selectin immunofluorescence imaging; normalized: neutral wells 0, TNF-alpha wells 100. activation, % at 7.58 µM. 0.37% of 260,000 active. AID 686992;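 active = mean E-selectin-positive cell signal at least 10% of the positive control, reached in at least 60% of replicates, without over 20% cell loss; inconclusive = no rule given, readout overlaps actives, possibly toxicity-flagged; inactive = the rest, including those meeting only one limit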;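 also: in these data hits start at about 27%; measured in HUVEC primary endothelial cells; signal is the percent of cells scored E-selectin positive by PE staining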
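Assay system: HUVEC, human umbilical vein endothelial cells / Amount: 3,000 HUVEC/well / Controls: TNF-alpha positive control, DMSO neutral control / Compound dosing: single concentration / Medium: EGM-2 over gelatin coat / Evaluation: percent E-selectin-positive cells / Signal: immunofluorescence imaging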
RAD52 anneal inh = RAD52 (human) annealing inhibition | inhibition, % at 18.7 µM | P43351 | 0.46% of 360,000 active | AID 651710 | recombinant RAD52 DNA annealing, FRET fluorescence;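 active = every replicate showing at least 50% inhibition; inconclusive = mean inhibition at least 50% but not in every replicate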
Target sequence (P43351 whole entry, looked up): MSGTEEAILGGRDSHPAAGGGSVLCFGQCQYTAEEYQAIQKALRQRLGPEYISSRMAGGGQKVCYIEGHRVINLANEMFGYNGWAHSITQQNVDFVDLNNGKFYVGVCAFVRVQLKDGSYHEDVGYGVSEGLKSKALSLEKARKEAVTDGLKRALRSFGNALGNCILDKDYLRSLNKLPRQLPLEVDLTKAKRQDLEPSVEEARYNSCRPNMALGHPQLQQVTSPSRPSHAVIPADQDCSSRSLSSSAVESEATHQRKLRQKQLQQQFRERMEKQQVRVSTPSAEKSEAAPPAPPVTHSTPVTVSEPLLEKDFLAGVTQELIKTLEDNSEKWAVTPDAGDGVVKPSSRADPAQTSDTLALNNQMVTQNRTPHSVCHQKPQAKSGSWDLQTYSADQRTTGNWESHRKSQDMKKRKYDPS
DENV2 CPE rescue = inhibitors of DENV2 cytopathic effect. DENV2-infected cells, cytopathic effect rescue, plate reader. CPE inhibition, % at 9.99 µM. 1.7% of 350,000 active. AID 651640; in the data active = CPE inhibition above about 20%, passing the limit was not always enough; inconclusive = no clear call, values can overlap the other calls; tested in BHK-21 cells;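 also: 0% = median of neutral control wells and 100% = median of positive control wells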
XiGFP reactiv = activators of X-chromosome reactivation in mouse fibroblasts; 0.055% of 360,000 active; AID 743238; XiGFP mouse fibroblasts, % GFP-positive cells imaging, 3 d; cells co-treated with 5-aza-dC sensitizer; scaled so ellipticine positive control = 100%; activation, % at 7.58 µM;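 active = mean normalized replicate activation at least 10% and every replicate at or above 10%; inconclusive = only one of the two criteria met; inactive = mean below 10% and not all replicates reach 10%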;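 also: 0% = median of on-plate neutral control wells and 100% = ellipticine 6 µM median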
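System: XiGFP fibroblasts, SV40-immortalized. Medium: DMEM plus 5-aza-dC sensitizer. Doses: single point. Timing: 3 d treatment, 15 min room-temperature fixation. Control set: ellipticine 6 µM.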
INS-1E GSIS act = primary screen for activators of insulin secretion dependent on glucose, INS-1E cells, GLuc reporter luminescence | AID 743287 | 0.61% of 370,000 active | INS-1E GLuc reporter insulin secretion, 2-3 h | activation, % at 16.6 µM;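 active = lowest replicate activation of at least 40%, so every replicate reaches that level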;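 also: 0% = median of neutral control wells and 100% = median of IBMX positive control wells; some compounds called inactive have numbers as strong as hits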
An asterisk follows results filed as active; i = inactive; ? = inconclusive; / = no result given.

canonical_smiles	Casp6 inh	RAD54 branch	F508del corr	E-selectin induc	RAD52 anneal inh	DENV2 CPE rescue	XiGFP reactiv	INS-1E GSIS act
CCCn1c(=N)c(C(=O)NCc2ccc3c(c2)OCO3)cc2c(=O)n3cccc(C)c3nc21	15	34	1.2	/	11	0	/	7
Cc1cc(C)nc(N2CCCC(C(=O)NCCc3cccc(F)c3)C2)n1 (configuration not stated)	1	/	-1.4	/	7	19	/	-1
O=C(NCC1CCCO1)C(=O)N/N=C/c1c(F)cccc1Cl (configuration not stated)	-4	4	-1.8	/	-19	-6	0.3	11
COc1ccc(-c2cc(C3CCN(Cc4cccc(C(F)(F)F)c4)CC3)[nH]n2)cc1	1	-8	/	0.0	0	0	0.0	-18
COc1ccc(CC2(CO)CCN(Cc3cc4ccccc4o3)CC2)cc1	8	/	1.1	16	-19	9	0.3	-30
CCC(=O)N1CC2(C1)[C@H](c1ccccc1)[C@H](CO)N2S(=O)(=O)Cc1ccccc1	0	/	0.6	0.0	-13	-7	-0.1	-3
Cc1cc(=O)[nH]c(NN=C2C3CC4CC(C3)CC2C4)n1	-2	-2	-0.4	1.6	-1	-2	0.3	1
C[C@H](CO)N1C[C@H](C)[C@@H](CN(C)Cc2ccc(Oc3ccccc3)cc2)Oc2c(NC(=O)Nc3cccc4ccccc34)cccc2C1=O	-5	12	-1.2	-4.4	11	-8	0.1	-36
O=[N+]([O-])c1cc(-c2nnc(Nc3ccc(O)cc3)c3ccccc23)ccc1N1CCOCC1	-1	/	-3.3	/	-14	1	0.2	17
Cn1cc(Cl)c(C(=O)Nc2cnn(Cc3ccc(F)cc3)c2)n1	3	-2	-0.2	/	7	-4	0.1	-5
CCN(CC(=O)Nc1ccc(OC)cc1)C(=O)c1cc([N+](=O)[O-])ccc1N1CCOCC1	-1	4	0.0	1.8	3	-3	0.0	18
COCC(=O)/C=C1\Sc2ccccc2N1C	3	-3	-3.5	/	-15	/	/	-10
CCC(C(=O)N1CCN(S(=O)(=O)c2ccc(F)cc2)CC1)c1ccccc1 (configuration not stated)	4	-12	-1.2	0.1	15	20	-0.1	3
CC1CCCC(NC(=O)COC(=O)CSc2ccc3ccccc3c2)C1C (configuration not stated)	4	/	/	/	-8	1	0.2	-1
C[C@@H]1CN([C@@H](C)CO)C(=O)c2cc(C3=CCCC3)cnc2O[C@H]1CN(C)Cc1ccc(F)cc1	-2	-16	-2.5	0.0	21	8	0.0	1
Cc1noc(C)c1COc1ccc(C(=O)NCc2cccs2)cc1	1	-3	1.3	0.4	-12	0	0.0	25
O=C(O)c1ccc(N=C2SCC(=O)N2Cc2ccccc2)cc1	-1	/	0.1	10	-9	-1	0.3	-4
COC(=O)CC1=C(C)C(=O)CC2C(C)(C)CCCC12C (configuration not stated)	2	6	-4.8	/	-11	/	/	0
CCOC(=O)c1c(C)n(-c2ccc(F)cc2)c2ccc(O)cc12	-1	-6	/	/	-6	/	/	3
O=C(CCc1nc2ccccc2c(=O)[nH]1)OCc1ccc(-c2ccccc2)cc1	-1	/	-1.9	-1.2	-14	0	-0.1	7
CN(Cc1nc(-c2cccs2)no1)CC1(N2CCOCC2)CCCCC1	-2	1	0.6	3.5	-18	0	0.9	2
Cc1ccc(C(=O)Nc2ccc3nc(C)sc3c2)o1	0	0	0.0	-0.1	2	-4	0.0	-1
CC(C)C#Cc1ccc2c(c1)O[C@H](CN(C)Cc1ccncc1)[C@@H](C)CN([C@@H](C)CO)S2(=O)=O	/	2	3.6	-4.5	/	-6	-0.5	-9
COc1cc2cc(C)nc(Cc3cccc4ccccc34)c2cc1OC	0	1	1.9	6.7	-22	-9	0.0	/
CC(=O)Nc1ccc(S(=O)(=O)NCCNc2ccccc2[N+](=O)[O-])cc1	0	/	-3.2	0.0	2	-5	0.1	0
C[C@@H]1CN([C@H](C)CO)C(=O)c2cc(NC(=O)NC3CCCCC3)ccc2O[C@@H]1CN(C)Cc1ccncc1	0	-4	-1.0	0.0	4	30*	-0.2	5
CCCS(=O)(=O)NC(=O)C1(C)CCN(C(=O)c2ccc(F)c(Cl)c2)C1 (configuration not stated)	-2	-5	1.7	0.2	-23	-5	0.1	-1
O=C1CN(S(=O)(=O)c2cc(Cl)ccc2Cl)c2ccccc2N1	3	-14	-1.1	/	-8	0	0.0	-4
C[C@@H]1CN([C@H](C)CO)C(=O)c2cc(NC(=O)CCN3CCOCC3)ccc2O[C@@H]1CN(C)C(=O)Nc1ccc(C(F)(F)F)cc1	0	-10	0.9	-2.7	5	-1	0.1	-1
COc1ccccc1NC(=O)CCN1C(=O)C2CC=C(Cl)CC2C1=O (configuration not stated)	1	1	0.1	/	-20	3	/	17
NS(=O)(=O)c1ccc(N/N=C/c2cn(-c3ccccc3)nc2-c2cccs2)cc1	/	8	/	0.6	/	/	0.2	5
Cc1ccc(NC(=S)NCCN(C2CCCCC2)C2CCCC2)cc1C	-4	/	1.9	/	6	5	-0.4	-8
Cn1c(=O)c2c(nc(Sc3ncccn3)n2Cc2ccc(Cl)cc2)n(C)c1=O	0	-3	-1.4	-0.1	-10	?	-0.3	/
Cc1nc(N2CCN(S(=O)(=O)c3ccccc3)CC2)c2c3c(sc2n1)CC(C)CC3 (configuration not stated)	0	2	3.8	/	-2	0	/	-6
COc1cc(=O)n(C)c2c(OCC(O)C(C)(C)O)cccc12 (configuration not stated)	-1	-15	2.3	0.8	-5	7	-0.1	/
Cc1cccc(NC2=NC(=S)N(c3cccc(C(=O)O)c3)C23CCCCC3)c1	8	/	-2.5	/	-10	?	0.0	-2
C[C@H]1CN([C@@H](C)CO)C(=O)c2cc(N(C)C)ccc2O[C@H]1CN(C)C(=O)Nc1ccc(F)cc1	2	0	2.8	/	5	15	0.4	15
COc1ccc(NC(=S)N2CCN(C(c3ccccc3)c3ccccc3)CC2)cc1OC	-3	-15	/	/	-6	0	0.1	/
CC[n+]1c(/C=C/C=C/N(C(C)=O)c2ccccc2)sc2cc(OC)ccc21	-5	/	/	/	i	-3	52*	/
COCCNc1nc(NCCCN2CCCC2=O)c2sc(-c3ccccc3)cc2n1	11	-1	0.6	0.0	9	-1	0.0	20
O=C(COc1cccc(Cl)c1)Nc1ccc2c(c1)CCC2	1	/	/	-0.1	13	-4	0.1	0
NC1=NC(=O)/C(=C/c2ccc(Cl)cc2Cl)S1	-1	6	-2.4	-0.1	-18	-3	0.0	2
Cc1ccc(-n2c(SCC(=O)Nc3ccc(C(=O)O)cc3)nnc2-c2ccncc2)cc1	-2	1	1.1	/	-13	-3	0.0	11
CN1CCN(NC(=O)c2ccc(Cl)s2)CC1	-1	5	0.2	-0.2	10	14	0.0	/
CC(C)Cc1nnc(NC(=O)c2cccc(S(=O)(=O)N3CCOCC3)c2)s1	1	0	-3.8	/	-2	-6	-0.1	-7
O=C(NC1CCC1)[C@@H]1[C@@H](CO)[C@@H]2Cn3c(ccc(C4=CCCCC4)c3=O)[C@H]1N2CC1CC1	-1	4	-2.2	0.2	-2	12	0.0	6
O=C(Cc1csc2ccccc12)NCC1CC1	0	/	2.7	0.1	-3	-7	0.1	5
COc1ccccc1CNc1ncccn1	-3	6	-0.9	/	5	5	0.0	2
C[C@H](CO)N1C[C@H](C)[C@H](CN(C)C(=O)NC2CCCC2)Oc2ncc(-c3ccccc3F)cc2C1=O	1	3	-4.3	-2.7	-5	?	-0.6	-2
CCc1noc(C)c1C(=O)OCC(=O)NC(C)c1ccccc1 (configuration not stated)	0	-5	-0.5	/	15	?	0.0	11
CC(=O)N1CCCc2cc(S(=O)(=O)Nc3ccccc3C)ccc21	1	-4	1.0	-0.1	-5	1	0.1	-3
COc1ccc(-c2ccc3n(c2=O)C[C@H]2[C@H](CO)[C@@H](C(=O)N(C)C)N(CC4CCOCC4)[C@@H]32)cc1	7	-9	1.8	-0.5	-11	-6	-0.1	-1
CCCC(=O)N1CC2(C1)CN(Cc1nccs1)[C@H](CO)c1[nH]c3cc(OC)ccc3c12	/	/	1.0	0.1	/	-10	0.2	14
C[C@@H]1CCCCO[C@@H](CN(C)C(=O)NC2CCCCC2)[C@H](C)CN([C@H](C)CO)C(=O)c2cc(NS(=O)(=O)c3cccs3)ccc2O1	1	-4	0.3	-0.2	-53	-1	-0.3	-24
CCCOc1ccc(S(=O)(=O)N2CCOCC2)cc1[N+](=O)[O-]	4	/	2.5	7.9	0	-3	0.1	-1
Clc1cccc(OCc2nc(-c3ccncc3)n[nH]2)c1	0	/	-4.8	/	-14	-4	0.1	3
COc1ccc(-n2c(-c3ccco3)nc3c(cnn3-c3ccccc3C)c2=O)cc1	9	1	-4.7	0.3	-24	-3	-0.2	20
Nc1ccc(C(=O)OCC(=O)c2cccc([N+](=O)[O-])c2)cc1	-2	/	/	12	-12	1	0.0	24
CCOc1cc(N2CCOCC2)c(OCC)cc1NC(=O)c1c(C)noc1C	3	/	0.1	-1.8	-6	7	-0.1	30
O=C(O)c1ccc(N=NN2CCCCC2)cc1	0	/	-0.7	/	-14	/	0.0	8
Cc1cccc(N2CCN(C(=O)c3ccc4nc(N5CCCCC5)sc4c3)CC2)c1C	3	3	-3.0	0.0	-3	/	-0.1	-8
Cc1cc(-c2ccc(/C=N/n3cnnc3)o2)c(C)c([N+](=O)[O-])c1	-1	4	3.2	0.1	1	0	0.0	3

Source: PubChem BioAssay (Broad Institute)
